Screening results from PubChem BioAssay.
XBP1 UPR activ – activators of adaptive arm of unfolded protein response (XBP1) | activation, % at 20 µM | AID 463104 | 330,000 tested, 0.33% active | CHO-XBP1 luciferase reporter, IRE1-XBP1 UPR activation, luminescence; percent of tunicamycin response, DMSO as zero;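 active means versus positive control, 20 µM dose yields 30% or more activation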;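 further: 100% = tunicamycin at 10 µg/mL and 0% = DMSO only wells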
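Material: CHO-XBP1 cells stably carrying IRE1-XBP1-driven luciferase reporter | Medium: F12 with 10% serum | Compound dosing: 20 µM single concentration, DMSO 1% | Incubation: Overnight seeding at 37 °C, 6 h compound treatment at 37 °C | Detection: Steady-Glo luminescence read | Read-out basis: % activation of reporter signal versus tunicamycin and DMSO controls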
APJ ag – activates the human apelin receptor APJ | CHO-K1 APJ PathHunter beta-arrestin, luminescence; 0% DMSO wells, 100% apelin | P35414 | 330,000 tested, 0.11% active | activation, % at 20 µM;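 active means activation more than six SD over the plate average, tested at 20 µM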;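 further: 0% = DMSO alone and 100% = apelin-13 at 10 nM; some results filed as inactive read as strong as hits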
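Assay system: engineered CHO-K1 APJ arrestin reporter cells; Amount: 1000 CHO-K1 reporter cells seeded per well; Dosing: one dose, 20 µM compound, 1% DMSO; Times: compound stimulation 90 min at 25 °C, detection 60 min; Measured by: luminescent beta-gal fragment complementation, chemiluminescent substrate; Read-out: APJ–arrestin association signal; Controls: DMSO vs Apelin-13 10 nM.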
CXCR6 inh – inhibitors of human CXCR6 receptor. O00574. CHO-K1 PathHunter CXCR6 beta-arrestin, luminescence. inhibition, % at 20 µM. 360,000 tested, 0.36% active. AID 602244; in the data active means inhibition above about 34%, passing the limit was not always enough;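 further: antagonist mode with CXCL16 agonist at 10 nM final; 0% = 10 nM CXCL16 with DMSO and 100% = unstimulated wells without agonist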
CCR6 antagonist – CCR6 (human) receptor antagonism. P51684. inhibition, % at 20 µM. CHO-K1 CCR6 PathHunter beta-arrestin, luminescence, CCL20-stimulated. 340,000 tested, 0.49% active;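 active means compounds whose inhibition of the agonist-driven luminescence signal at 20 µM reaches about 50%, limit read from the data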;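 further: cells stimulated with CCL20 at 14 nM final; plate controls were DMSO with CCL20 for no effect and DMSO without agonist for full effect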
tim23-1 inh – tim23-1 yeast growth inhibition; S. cerevisiae tim23-1 growth, BacTiter-Glo luminescence, 24 h; inhibition, % at 20 µM; 330,000 tested, 1.3% active; AID 463212;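 active means growth inhibition of the mutant yeast at or above 50%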;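 further: temperature-sensitive mutant grown at 25 °C; plate controls were DMSO-treated mutant yeast for no effect and medium wells lacking yeast for full effect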
Mdm2 MdmX PPI – disrupts the human Mdm2-MdmX interaction. 330,000 tested, 3% active. inhibition, % at 8 µM. O15151+Q00987. SaOS-2 split-luciferase Mdm2/MdmX complementation, luminescence;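 active means inhibition of at least 50% at 8 µM in the primary screen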
Target sequence (O15151 whole entry, looked up): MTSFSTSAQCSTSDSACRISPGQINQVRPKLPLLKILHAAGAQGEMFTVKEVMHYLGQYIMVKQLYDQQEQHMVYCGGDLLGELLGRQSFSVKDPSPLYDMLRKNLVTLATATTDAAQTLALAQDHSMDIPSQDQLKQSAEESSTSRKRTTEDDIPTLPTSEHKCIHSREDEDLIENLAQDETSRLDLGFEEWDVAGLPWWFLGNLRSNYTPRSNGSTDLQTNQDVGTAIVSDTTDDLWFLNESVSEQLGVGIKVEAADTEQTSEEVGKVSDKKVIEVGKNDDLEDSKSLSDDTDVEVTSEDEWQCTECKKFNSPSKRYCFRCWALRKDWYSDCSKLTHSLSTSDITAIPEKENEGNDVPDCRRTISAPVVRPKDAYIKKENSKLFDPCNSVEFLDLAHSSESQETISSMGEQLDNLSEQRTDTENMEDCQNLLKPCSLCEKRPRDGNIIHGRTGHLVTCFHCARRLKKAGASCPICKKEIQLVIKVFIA
Target sequence (Q00987 whole entry, looked up): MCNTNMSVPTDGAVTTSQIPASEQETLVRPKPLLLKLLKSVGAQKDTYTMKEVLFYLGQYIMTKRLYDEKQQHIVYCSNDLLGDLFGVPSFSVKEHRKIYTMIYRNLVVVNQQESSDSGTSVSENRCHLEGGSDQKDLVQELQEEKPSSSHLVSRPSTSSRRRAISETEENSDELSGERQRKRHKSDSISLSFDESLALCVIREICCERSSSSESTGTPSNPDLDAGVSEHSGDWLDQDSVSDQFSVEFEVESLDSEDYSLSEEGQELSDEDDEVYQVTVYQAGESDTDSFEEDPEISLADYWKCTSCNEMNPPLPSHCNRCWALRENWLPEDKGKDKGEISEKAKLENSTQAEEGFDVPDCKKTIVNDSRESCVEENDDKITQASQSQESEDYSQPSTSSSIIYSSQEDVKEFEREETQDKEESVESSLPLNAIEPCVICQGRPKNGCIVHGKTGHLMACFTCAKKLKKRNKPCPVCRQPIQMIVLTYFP
UPR CHOP act – apoptotic UPR (CHOP) activation | CHO-CHOP luciferase reporter, luminescence; percent of tunicamycin response over DMSO baseline | activation, % at 10 µM | 330,000 tested, 0.34% active | AID 449763;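 active means at 10 µM dose, activation of 40% or more, normalized to positive control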;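 further: 100% = tunicamycin at 10 µg/mL and 0% = DMSO alone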
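Test system: CHO-CHOP cells, stable luciferase reporter of PERK-eIF2a-CHOP signalling | Quantity: 500 CHO-CHOP cells per well | Buffer or medium: F12 plus 10% serum | Compound dosing: 10 µM single point, 0.5% DMSO | Schedule: 6 h compound treatment, 37 °C | Signal: Luciferase luminescence | Control set: Tunicamycin high control, DMSO low control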
APJ antag – antagonists of human APJ apelin receptor. P35414. CHO-K1 APJ beta-arrestin complementation, luminescence. inhibition, % at 20 µM. 330,000 tested, 0.32% active;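 active means inhibition above about 40% at 20 µM, limit read from the data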;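 further: cells challenged with 10 nM apelin-13 agonist together with compound; plate controls were apelin-13 plus DMSO wells for no effect and DMSO wells lacking apelin-13 for full effect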
EBI2 block – antagonists of human EBI2 receptor; P32249; AID 651636; inhibition, % at 5 µM; EBI2 beta-arrestin recruitment, luminescence, 7a,25-OHC stimulated; 360,000 tested, 0.81% active; in the data active means inhibition above about 38%;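 further: enzyme fragment complementation signal reports receptor beta-arrestin coupling in cells; 0% = agonist plus DMSO wells and 100% = wells without agonist; some results beyond the cut were filed as inactive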
* hit, by the source's call; . = no result given.

Start of the listing, in advance (three entries):
SMILES	XBP1 UPR activ	APJ ag	CXCR6 inh	CCR6 antagonist	tim23-1 inh	Mdm2 MdmX PPI	UPR CHOP act	APJ antag	EBI2 block
COc1ccc([N+](=O)[O-])cc1NC(=O)c1ccc(C)o1	-4	-4	2	-1	11	-3	0.1	-10	-2
COc1cccc(N2CCN(C(=O)c3cc4cc(Cl)ccc4[nH]3)CC2)c1	-1	0	-4	5	29	15	0.2	-4	51*
COc1ccc(C(=O)NC(=S)N2CCOCC2)cc1Br	0	3	2	4	5	-2	-0.5	-12	-6

All compounds of this part (from the top)
SMILES	XBP1 UPR activ	APJ ag	CXCR6 inh	CCR6 antagonist	tim23-1 inh	Mdm2 MdmX PPI	UPR CHOP act	APJ antag	EBI2 block
COc1ccc([N+](=O)[O-])cc1NC(=O)c1ccc(C)o1	-4	-4	2	-1	11	-3	0.1	-10	-2
COc1cccc(N2CCN(C(=O)c3cc4cc(Cl)ccc4[nH]3)CC2)c1	-1	0	-4	5	29	15	0.2	-4	51*
COc1ccc(C(=O)NC(=S)N2CCOCC2)cc1Br	0	3	2	4	5	-2	-0.5	-12	-6
CC1(C)C2CCC1(C)C(OC(=O)c1ccc(O)cc1)C2 (stereo not given)	1	-3	-6	13	70*	18	0.9	-65	15
Nc1ccc(S(=O)(=O)NC2=NCCCCC2)cc1	-3	-2	-3	3	19	7	-0.2	0	-11
COc1ccc(/C=N/S(=O)(=O)c2ccc(C)cc2)cc1	-2	-3	1	-8	2	16	-2.2	7	-4
Cc1cccc(NC(=O)c2oc(=O)c3ccccc3c2-c2ccccc2)c1C	0	-3	4	7	0	9	1.1	18	5
CN1C(=O)/C(=C/c2ccc(OCc3ccc(C(=O)O)cc3)c(Cl)c2)NC1=S	-6	-2	8	13	18	-13	1.5	24	1
COc1cc(/C=N/n2cnnc2-n2nc(C)cc2C)cc([N+](=O)[O-])c1O	1	-5	5	16	3	-9	0.5	8	-7
COc1ccc(-c2cn[nH]c2-c2ccc(OCc3ccc(F)cc3)cc2O)cc1OC	-2	-2	6	-3	22	27	-1.8	-15	4
COc1ccc(NC(=O)Cc2coc3cc(C)ccc23)cc1S(=O)(=O)N1CCOCC1	-1	5	-3	-3	-13	-34	3.1	-6	-4
Cc1cc(/C=C(\C#N)C(=O)NCc2ccco2)c(C)[nH]1	-1	-1	-3	14	7	12	0.8	22	-1
CCNc1nc(NCC)nc(N(n2cnnc2)S(=O)(=O)c2ccc(C)cc2)n1	-1	8	3	11	27	9	0.3	-9	-4
O=C(NN1C(=O)c2ccccc2C1=O)C1CC2CCC1C2 (stereo not given)	-3	-2	-3	7	7	18	-0.3	-8	-9
O=S(=O)(NCCCN1CCOCC1)c1ccc(Cl)s1	-1	-1	2	10	0	21	-0.5	8	-7
CCOC(=O)N1CCN(CC(=O)Nc2ccc(F)c(F)c2F)CC1	-1	-1	9	0	2	7	-0.3	-1	-8
CCn1c(CNc2ccc(F)cc2)nnc1SCC(=O)N1CCCc2ccccc21	-1	-8	2	12	17	17	0.1	-4	3
O=C(c1sccc1Br)N1CCN(Cc2ccc3c(c2)OCO3)CC1	1	-2	0	6	9	19	-0.4	-4	5
COc1cc(OC)cc(C(=O)NC(C(=O)N2CCC2)C(C)C)c1 (stereo not given)	-2	-2	3	0	2	14	-0.3	7	0
CC(=O)N=c1c(C#N)cc2c(=O)n3ccccc3nc2n1Cc1ccccc1	7	-1	6	10	-2	-21	1.1	-6	-6
CC(=O)c1cccc(NC(=O)C(C)OC(=O)CCc2nc3ccccc3c(=O)[nH]2)c1 (stereo not given)	3	-4	-2	2	-13	-12	-1.5	21	-1
COc1ccc(-c2nc(-c3ccccc3OC)no2)cc1OC	10	-3	-1	6	26	-75	5.5	18	4
CCOC(=O)COc1ccc2c3c(c(=O)oc2c1)CCCC3	-2	-2	-3	19	29	-18	-0.8	-12	-8
CC(C)CC1NC(=O)c2ccccc2-n2c1nc1ccccc1c2=O (stereo not given)	2	-3	.	.	7	-15	0.7	-3	.
CCOc1ccc(OCC)c(NC(=O)C2CCN(c3ncccn3)CC2)c1	1	-2	0	2	16	-8	-1.9	8	3
Cc1cc(C)c2oc(C(=O)NCc3ccccc3)cc(=O)c2c1	4	-3	-1	10	-10	17	0.8	8	6
COc1cc2[nH]c(C(=O)NCc3ccccc3)cc2c(OC)c1OC	0	1	5	16	22	9	-0.1	10	-9
Cc1ccc(NC(=S)N(CCN2CCOCC2)Cc2ccccc2F)cc1	0	-2	-1	11	21	-10	-1.6	10	-4
Cc1ccccc1NC(=O)c1c(C)nn(-c2ccccc2)c1Cl	0	-1	-7	6	26	3	6.4	4	-15
O=C(CN1C(=O)NC2(CCCC2)C1=O)Nc1cccc(Cl)c1Cl	-3	2	4	6	12	9	-1.4	5	2
CCC(C)Nc1nnnc2c1sc1nc3c(cc12)COC(C)(C)C3 (stereo not given)	4	-5	-2	0	-24	-4	1.3	3	9
O=C(COc1ccc2c3c(c(=O)oc2c1)CCC3)NCC(O)c1ccccc1 (stereo not given)	-1	-3	-9	9	4	20	1.7	17	7
CCCCn1c(SCC(=O)Nc2cc(C)on2)nnc1-c1cccnc1	0	0	0	2	6	-5	0.6	9	-3
Cc1cc(C)cc(CC2CC(=O)N(c3ccc([N+](=O)[O-])cc3)C2=O)c1 (stereo not given)	-4	-2	10	22	28	21	-1.2	19	-4
CCN(CC)S(=O)(=O)c1ccc(Cl)c(C(=O)NCc2ccccc2Cl)c1	-4	8	0	2	-11	-3	-2.1	-10	2
Cc1onc(C(=O)N2CCN(c3ccccc3)CC2)c1[N+](=O)[O-]	-4	1	2	-22	5	4	-2.7	1	-4
CC(C)Oc1ccc(C(=O)OCC(=O)N2CCCc3ccccc32)cc1	-2	-2	8	0	31	-3	0.0	3	5
CCCCn1c(N)c(N(CC(C)C)C(=O)C2CC(=O)N(CCc3ccccc3)C2)c(=O)[nH]c1=O (stereo not given)	-3	0	0	-5	-10	13	0.0	2	-5
CCOc1ccc(N2C(=O)C3ON(c4ccccc4)C(c4ccco4)C3C2=O)cc1 (stereo not given)	0	-4	4	8	8	0	1.3	-4	8
Cn1c(=O)c2c(nc(/C=C/c3cccc(Cl)c3)n2C)n(C)c1=O	-3	-6	.	9	-8	-13	3.6	16	.
COc1ccc(C(=O)COC(=O)c2ccn(C)n2)cc1	-3	-2	-7	5	3	1	3.8	-8	-7
COc1ccc(S(=O)(=O)N/N=C(/C)c2ccncc2)c(OC)c1	-6	-1	4	-5	0	-13	1.3	-5	6
Cc1ccc(S(=O)(=O)N(C)C)cc1NC(=O)c1cccs1	-1	-2	-11	0	18	-15	-3.1	12	3
O=C(N/N=C/c1ccc(-c2cccc([N+](=O)[O-])c2)o1)c1ccccc1O	2	-3	7	17	-39	4	0.3	-7	4
O=C(Nc1ccc(C(F)(F)F)cc1)c1cccnc1N1CCOCC1	-1	-3	-3	0	4	-1	1.3	0	5
O=S(=O)(Nc1ccccc1N1CCCCC1)c1ccccc1	-3	-6	2	16	30	-7	0.7	14	31
COc1ccc(OC)c(S(=O)(=O)N2CCCC2C(=O)N2CCc3ccccc3C2)c1 (stereo not given)	-3	0	8	9	28	7	0.9	7	-8
CCOC(=O)c1ccc(NC(=O)Nc2c(C)n(C)n(-c3ccccc3)c2=O)cc1	-2	10	3	15	-4	23	1.8	13	3
Cc1cc(C)c(C#N)c(SCC(=O)NC(C)(C)C)n1	3	0	-6	2	8	11	2.7	18	-4
O=C1C2C3C=CC(C4CC34)C2C(=O)N1CCc1ccccc1 (stereo not given)	0	0	6	1	14	-52	2.8	4	-10
CC(C)(C)c1ccc(Cn2nnc3c(=O)[nH]c(C4CCCN(C(=O)Cc5cccs5)C4)nc32)cc1 (stereo not given)	1	-4	3	24	0	34	1.9	-1	9
CSCCC(NS(=O)(=O)c1ccccc1F)C(=O)N1CCCCCCC1 (stereo not given)	-3	-5	-3	-2	20	14	0.6	1	0
Cc1ccc2sc(N(CCCN(C)C)C(=O)c3ccc(S(=O)(=O)N4CCOCC4)cc3)nc2c1C	0	-6	1	10	-7	30	1.2	24	-2
COc1ccc(N2CC(C)Cn3c2nc2c3c(=O)n(Cc3ccccc3)c(=O)n2C)c(OC)c1 (stereo not given)	-1	5	-4	10	34	17	0.1	-10	8
COc1cccc(OC)c1C(=O)Nc1c(C(=O)N2CCN(c3ccccn3)CC2)oc2ccccc12	-5	-2	3	12	42	26	0.2	6	12
COc1ccc(C(=O)/C=C/C(=O)N(CC(=O)NC2CCCCC2)CC2CCCO2)c(O)c1 (stereo not given)	-14	-4	68*	87*	51*	60*	4.0	56*	6
COc1ccc(S(=O)(=O)N2CCN(C(=O)CCNC(=O)c3ccccc3Cl)CC2)cc1	0	-1	-3	11	12	-7	4.0	12	-2
Cc1ccc(NC(=O)CN(C)C(=O)CSc2nc(C)cs2)cc1	1	-2	-1	-5	-4	-19	1.5	1	-1
CC1CCCN(C/C=C/c2ccccc2[N+](=O)[O-])C1 (stereo not given)	-2	-2	0	10	-2	-17	0.5	15	2
NC(=O)CC(NC(=O)c1ccc(Br)cc1)c1ccc(N2CCCCCCC2)c([N+](=O)[O-])c1 (stereo not given)	0	1	7	26	5	18	0.1	14	9

Continued.
SMILES	XBP1 UPR activ	APJ ag	CXCR6 inh	CCR6 antagonist	tim23-1 inh	Mdm2 MdmX PPI	UPR CHOP act	APJ antag	EBI2 block
Cc1cccc(NC(=O)CN2C(=S)NC(C)(C)CC2C)c1 (stereo not given)	0	-1	-14	6	-6	7	3.0	-3	-5
Cc1onc(-c2ccccc2)c1C(=O)N(CC(C)C)c1c(N)n(CC(C)C)c(=O)[nH]c1=O	-1	-2	11	2	8	6	-0.8	-70	1
COC(=O)C(O)(CC(=O)Nc1cc(Cl)ccc1Cl)C(F)(F)F (stereo not given)	-2	-3	0	3	3	-7	-0.9	11	8
O=C(c1cc(Br)ccc1Cl)N1CCCC1	-2	0	-3	7	10	23	-1.4	7	-1
Cc1cc(C)n2c(Br)c(CSc3nc4ccccc4s3)nc2n1	7	-4	0	2	40	-21	7.2	16	-3
COc1ccc2cc(C(N)=O)c(=Nc3ccc(C)cc3)oc2c1	1	-4	12	18	13	54*	3.3	12	11
O=[N+]([O-])c1cccc(Cl)c1CSc1ccccn1	1	-2	-6	5	1	15	2.5	7	8
CC(=O)Nc1n[nH]c(-c2ccc(C)cc2)c1C	3	-2	-11	-10	1	-5	-1.3	12	-5
Cc1cccc(OCCCc2c(C)n[nH]c2C)c1	-1	-2	-2	-3	-9	16	0.2	-22	-10
c1ccc(-c2cc3c(N4CCN(c5ncccn5)CC4)ncnc3s2)cc1	-2	-1	-7	0	-4	10	-1.4	-28	17
C[C@H](NC(=O)c1nc[nH]c1C(=O)N1CCc2ccccc2C1)C(=O)OC(C)(C)C	-4	13	2	2	29	-4	-0.5	-51	-5

The list is partial; the hit share may differ from the screen's.
